Source: PubChem BioAssay
RXFP1 agonist = qHTS Assay for Agonists of the Relaxin Receptor RXFP1 | Relaxin receptor 1 (Homo sapiens), Q9HBX9 | HEK293T-RXFP1 cAMP TR-FRET, 30 min; response scale: percent of porcine relaxin response, buffer zero | Potency, µM (top dose mostly 57.5 µM), inactives show at the top dose activation, hits mostly activators | 370,000 tested, 0.3% active | AID 2676, 2010; also: potency is read from the fitted curve at half-maximal effect; % is scaled to controls: 0 for no effect and ±100 for the full control effect; nearly all actives have a fitted effect of over 60% in size; many of its hits are not listed in these tables
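HEK293T cells stably expressing RXFP1 were pretreated with the PDE4 inhibitor Ro 20174, exposed to compounds for 30 min at 37C, lysed, and cAMP was read by TR-FRET. Data normalized to buffer (basal) and 29 nM porcine relaxin (100%).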
Vif-A3F inh = qHTS for Inhibitors of Vif-A3F Interactions: qHTS; HeLa A3F-eYFP + Vif (tagged APOBEC3F with the HIV-1 protein that degrades it), YFP fluorescence increase; Potency, µM (series often up to 46.1 µM), for inactives: top-dose activity, negative = active; 390,000 tested, 0.2% active; AID 602313, 2012; also: potency is read from the fitted curve at half-maximal effect; % of control where 0% means no effect; nearly all actives have a fitted effect of over 65% in size
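HeLa cells stably expressing A3F-eYFP plus Vif, plated and incubated overnight at 37 deg C, then exposed to compounds overnight at 37 deg C. Blocked degradation read as raised yellow fluorescence (Ex 488/Em 500-530).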
TrxR1 substrate = qHTS Assay for Substrates of Mammalian Selenoprotein Thioredoxin Reductase 1 (TrxR1): qHTS; Thioredoxin reductase 1, cytoplasmic (Rattus norvegicus), O89049; purified TrxR1 substrate turnover, NADPH consumption readout; Potency, µM (highest dose often 114 µM), for inactives: at the highest dose activity change, negative = substrate turnover; 390,000 tested, 0.01% active; AID 588456, 2011; also: potency is read from the fitted curve at half-maximal effect; % is scaled to controls: 0 for no effect and ±100 for the full control effect; nearly all actives have a fitted effect of over 50% in size
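Rat TrxR1, dispensed at 90 nM, was prereduced with 400 uM NADPH (final) for 5 min at ~22 deg C, then incubated with compound 15 min before 400 uM selenite. A first-read NADPH fluorescence drop versus no-compound background flagged substrates.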
PI4K2A inh = qHTS for small molecular inhibitors of PI4K2A; purified PI4K2A, ADP-Glo luminescence, 1 h; active compounds read low; 420,000 tested, 0.13% active; AID 1346378, 2018; activity change, negative = inhibition, % at 76.9 µM; in the data active = activity change below about -50%; inconclusive = mostly about -30% to -49%;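 also: -100% = wells without enzyme as full effect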
Target sequence (Q9BTU6 whole entry, looked up): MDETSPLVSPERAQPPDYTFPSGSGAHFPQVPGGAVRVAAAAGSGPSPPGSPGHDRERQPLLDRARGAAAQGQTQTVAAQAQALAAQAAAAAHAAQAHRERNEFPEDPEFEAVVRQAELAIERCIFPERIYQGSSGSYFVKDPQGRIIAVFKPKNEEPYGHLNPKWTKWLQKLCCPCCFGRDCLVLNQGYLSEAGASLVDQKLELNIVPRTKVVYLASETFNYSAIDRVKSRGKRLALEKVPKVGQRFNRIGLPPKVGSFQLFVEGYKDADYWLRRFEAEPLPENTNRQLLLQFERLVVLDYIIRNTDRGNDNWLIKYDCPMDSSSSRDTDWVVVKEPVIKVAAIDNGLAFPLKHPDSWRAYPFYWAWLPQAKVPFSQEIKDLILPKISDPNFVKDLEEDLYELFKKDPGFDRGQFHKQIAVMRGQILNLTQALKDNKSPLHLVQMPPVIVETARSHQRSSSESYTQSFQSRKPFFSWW
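ADP-Glo luminescence measured ADP generated by PI4K2A enzyme (4 ug/mL before mixing) with 1.2 mM PI substrate (pre-mix) and 300 microM ATP (pre-mix). Tris pH7.5 buffer with MgCl2, Triton X-100; 1 h reaction at ambient temperature.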
Glioma ERSR ind = qHTS for Inducers of the Endoplasmic Reticulum Stress Response (ERSR) in Human Glioma: qHTS. U87-MG GRP78 promoter luciferase reporter, 16 h. Potency, µM, without a hit: at the top dose activation, usual class: activators. 420,000 tested, 0.02% active; also: potency is read from the fitted curve at half-maximal effect; series mostly up to about 76 µM; % of control where 0% means no effect; nearly all actives have a fitted effect of over 35% in size
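Stably transfected U87-MG human glioma cells carrying a GRP78-based luminescent sensor were seeded at 1000 cells/well, pin-dosed with compounds and incubated 16 h. Luciferase reagent was then added, and end-point luminescence was read after 10 min at room temperature.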
USP1-UAF1 inh = Inhibitors of USP1/UAF1: Primary Screen; Potency, µM (doses to about 57.1 µM), without a hit: top-dose activity change, negative = inhibition, actives largely listed as inhibitors; Ubiquitin carboxyl-terminal hydrolase 1 (Homo sapiens), O94782; 390,000 tested, 0.23% active; AID 743255, 2014; recombinant USP1/UAF1, Ub-Rhodamine cleavage fluorescence; also: potency is read from the fitted curve at half-maximal effect; % is scaled to controls: 0 for no effect and ±100 for the full control effect; nearly all actives have a fitted effect of over 60% in size; inactives centre near -12
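1 nM enzyme complex + cpd, 15 min RT; start with Ub-Rho 150nM final; kinetic fluorescence ex 480/em 540, 6 reads q60 s. Buffer 50mM HEPES pH 7.8, 0.5mM EDTA, 0.1 mg/ml BSA, 1mM TCEP, 0.01% Tween-20.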
LDHA inh = qHTS assay for inhibitors of human lactate dehydrogenase. L-lactate dehydrogenase A chain (Homo sapiens), P00338. purified LDHA, NADH/diaphorase-resazurin fluorescence; active compounds read low. activity change, % (values are at about 110 or 230 µM). 480,000 tested, 0.15% active; in the data active = activity change below about -30%; inconclusive = mostly about -25% to -30%;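 also: plate controls were DMSO wells for no effect and wells without enzyme for full effect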
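Resorufin fluorescence (ex540/em590), read at 0 and 20 min after diaphorase/resazurin addition, reports the NADH left after a 5 min room-temperature reaction of 2 nM human LDH5 with 0.06 mM NADH and 0.2 mM pyruvate.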
mIDH1 inhibitor = qHTS for Inhibitors of mutant isocitrate dehydrogenase 1 (IDH1): qHTS | Potency, µM (series often up to 76.6 µM), for the others: at the highest dose activity change, negative = inhibition, most hits filed as inhibitors | 390,000 tested, 0.093% active | Isocitrate dehydrogenase [NADP] cytoplasmic (Homo sapiens), O75874 | AID 602179, 2012 | IDH1-R132H enzyme, NADPH consumption, diaphorase/resazurin fluorescence; also: potency is read from the fitted curve at half-maximal effect; % is scaled to controls: 0 for no effect and ±100 for the full control effect; nearly all actives have a fitted effect of over 65% in size
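IDH1-R132H (0.5 ug/mL dispensed) in pH 7.5 Tris buffer was preincubated 30 min with compound, then given a substrate mix of 0.016 mM NADPH and 2 mM alpha-KG for 80 min at room temperature; remaining NADPH was read by diaphorase/resazurin fluorescence.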
Vif-APOBEC3G blk = qHTS for Inhibitors of Vif-A3G Interactions: qHTS. DNA dC->dU-editing enzyme APOBEC-3G (Homo sapiens), Q9HC16. HeLa A3G-eYFP + Vif (tagged APOBEC3G with the HIV-1 protein that degrades it), YFP fluorescence, overnight. Potency, µM (doses to about 46.1 µM), inactives show top-dose activity, negative = active, usual class: inhibitors. 410,000 tested, 0.076% active;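 also: potency is read from the fitted curve at half-maximal effect; % is scaled to controls: 0 for no effect and ±100 for the full control effect; nearly all actives have a fitted effect of over 60% in size; hits raise eYFP signal because A3G escapes Vif-driven loss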
Target sequence (Q9HC16 whole entry, looked up): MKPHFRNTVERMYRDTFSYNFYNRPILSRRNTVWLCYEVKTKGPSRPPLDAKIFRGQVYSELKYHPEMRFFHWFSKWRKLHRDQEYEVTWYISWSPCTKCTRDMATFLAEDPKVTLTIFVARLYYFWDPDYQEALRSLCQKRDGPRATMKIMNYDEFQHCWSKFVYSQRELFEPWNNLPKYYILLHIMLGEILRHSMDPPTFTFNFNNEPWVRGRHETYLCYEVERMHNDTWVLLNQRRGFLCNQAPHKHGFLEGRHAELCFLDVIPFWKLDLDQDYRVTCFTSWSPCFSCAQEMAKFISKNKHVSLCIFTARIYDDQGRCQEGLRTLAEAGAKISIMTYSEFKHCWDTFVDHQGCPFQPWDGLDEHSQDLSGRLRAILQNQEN
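Read-out is eYFP fluorescence (Ex 488/Em 500-530) from Vif-expressing HeLa A3G-eYFP cells; more signal means A3G escaped Vif-mediated degradation. Cells plated overnight, compound pinned in, incubated overnight at 37 deg C.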
* hit, by the source's call; ? = inconclusive; . = no result given; [ ] = dose if it differs, or a comment. Unless noted, calls follow the shape of the dose curve; as a rule, active = well fitted curve in the direction sought with a large enough effect; inconclusive = small, poorly fitted or top-dose-only effect, or another doubt; inactive = no such curve, though single readings can be large; an effect the other way counts as inactive or inconclusive. An excerpt (hit frequency here may not be typical).

Compound	RXFP1 agonist	Vif-A3F inh	TrxR1 substrate	PI4K2A inh	Glioma ERSR ind	USP1-UAF1 inh	LDHA inh	mIDH1 inhibitor	Vif-APOBEC3G blk
CCOc1ccc(CN(C)C(=O)c2cc(S(=O)(=O)N3CCCC3)ccc2C)cc1	-0.7%	-11%	-11%	6	-3%	-11%	2	2%	-1%
O=C(/C=C/[C@H]1O[C@@H](n2ccc(=O)[nH]c2=O)[C@H](O)[C@@H]1O)NCCN1CCOCC1	.	.	.	3	-6%	.	-6	.	0%
O=c1[nH]c2ccccc2nc1-c1c[nH]c2ccccc12	0.7%	-23%	12%	3	20%	-17%	-1	10%	-6%
O=C1/C(=C/c2cccs2)CCc2ccccc21	-0.9%	-11%	-9%	?	6%	-25%	5	7%	-7%
COc1ccc(C(=O)Nc2ccccc2-c2nnn(CC(=O)NCc3ccco3)n2)cc1	4.6%	4%	4%[57.1 µM]	3	-11%	-1%	-2	0%	2%
Clc1ccccc1-c1nnc(-c2ccccc2Cl)o1	1.8%	-4%	6%	1	3%	-25%	-8	-1%	-13%
NC(=O)c1c(NC(=O)c2ccco2)sc2c1CCC2	1.4%	0%	3%	-4	2%	-14%	-1	2%	-2%
c1ccc(C2=Nn3c(nnc3-c3n[nH]c4c3CCC4)SC2)cc1	0.1%	2%	1%[57.1 µM]	-12	-4%	-7%	1	12%	-17%
O=C(CN1CCCCC1)Nc1cccc(-n2cnnn2)c1	-0.5%	1%	12%	1	-3%	-12%	-3	2%	-7%
COc1ccc(C(=O)Nc2ccnn2C2CCN(Cc3ccccn3)CC2)cc1	0.9%	1%	4%	-1	2%	-25%	2	-10%	1%
O=C(CN1C(=O)NC2(CCCCCC2)C1=O)NCc1ccco1	2.1%	6%	6%[57.1 µM]	-6	1%	0%	-2	-2%	5%
COc1ccc(C(=O)NN/C(=N/S(=O)(=O)c2ccc(C)cc2)c2ccccc2)cc1	2.7%	3%	45%[activator]	-5	-8%	-6%	-4	5%	0%
O=C(N/N=C/c1cccnc1)c1ccccc1OCc1cccc(Br)c1	-0.6%	-3%	7%[57.1 µM]	-1	-4%	-18%	-11	6%	-2%
O=C1CSC(c2cccnc2)N1Cc1ccc(Cl)cc1Cl (configuration not stated)	-0.9%	9%	-4%	5	-3%	-15%	-3	3%	0%
O=C1OCCC1Sc1nc2cc(Cl)ccc2s1 (configuration not stated)	-0.7%	-5%	5%[57.1 µM]	1	-2%	-8%	-10	1%	0%
COc1ccc(OCC(=O)NNC(=O)c2cccnc2)cc1	-3.3%	-4%	6%[57.1 µM]	5	-3%	-19%	-3	-2%	1%
Cc1cc(NC(=O)CSc2nnnn2-c2ccccc2C)no1	2.7%	-5%	-7%	-4	-1%	2%	-6	9%	-1%
CC(Oc1ccccc1)C(=O)N1CCCc2ccccc21 (configuration not stated)	-0.5%	-2%	-6%	-2	0%	-4%	-12	6%	1%
COc1cccc(/C=N/n2cncn2)c1OCC#N	0.3%	5%	17%[57.1 µM]	-4	-2%	-5%	-11	8%	-2%
CCN(CC)C(=O)c1c(C)nc2ccccn12	3.1%	3%	8%[57.1 µM]	1	-5%	-13%	-3	1%	0%
CN1C(=O)C(O)(CC(=O)/C=C/C=C/c2ccccc2)c2ccccc21 (configuration not stated)	4.3%	12%	-9%	1	1%	-11%	6	-2%	-2%
CCOc1ccc(N(C)S(=O)(=O)c2cc(-c3cnc(C)o3)ccc2OC)cc1	0.5%	7%	-7%[57.1 µM]	-7	-3%	-7%	7	7%	5%
O=C(Nc1ccccc1)c1ccc(C(=O)Nc2ccccc2)nc1	1.0%	4%	19%[57.1 µM]	-10	?	-16%	-5	-3%	-3%
CCCC(=O)NCC(c1ccc2c(c1)OCO2)N1CCOCC1 (configuration not stated)	0.6%	0%	4%[57.1 µM]	4	-3%	1%	-2	2%	4%
CCC(C)(C)NC(=O)c1ccc2c(c1)N(CC(=O)N1CCCC1)C(=O)C(C)(C)O2	-1.5%	-4%	6%	-15	-2%	-26%	0	2%	-7%
CC1CCc2c(sc(NC(=O)c3nc4ncccn4n3)c2C#N)C1 (configuration not stated)	-0.3%	2%	2%	-5	1%	-10%	-5	-10%	-1%
CCc1ccc(NC(=O)CSc2nc3ccccc3nc2N2CCCCC2)cc1	7.2%	0%	1%[57.1 µM]	2	0%	-22%	-1	-5%	-1%
O=C(CN1C(=O)CCc2cc(S(=O)(=O)N3CCOCC3)ccc21)Nc1cccc(C(F)(F)F)c1	8.1%	9%	5%[57.1 µM]	3	0%	-18%	2	4%	-1%
Brc1ccc2cccnc2c1	24%	-6%	4%	0	-4%	-4%	-3	9%	1%
CC(=O)NCc1ccc(S(=O)(=O)N2CCCN(C)CC2)cc1	-1.4%	0%	-1%	0	-2%	-14%	-3	-11%	1%
COC(=O)c1sccc1NC(=O)CC1C(=O)NCCN1C(=O)c1ccc(F)cc1 (configuration not stated)	0.0%	3%	7%	1	-2%	-17%	-6	6%	-7%
Cc1ccc(C(=O)OC(C)C(=O)N(C)C2CCCCC2)cc1S(=O)(=O)N1CCCCC1 (configuration not stated)	0.7%	-2%	2%	2	-3%	-26%	-1	-3%	4%
O=C(Nc1ccc(-n2ccc(C(F)(F)F)n2)cc1)c1cccs1	-2.0%	1%	-6%	-2	3%	-15%	-1	2%	-1%
CCC(C)n1c(SCc2ccc(C(C)(C)C)cc2)nc2ccsc2c1=O (configuration not stated)	-0.5%	0%	-4%[57.1 µM]	3	-5%	-19%	-8	13%	3%
CCC(C)c1ccc(NC(=O)N2CCN(C(=O)C3CCCO3)CC2)cc1 (configuration not stated)	-1.5%	6%	2%	-5	-6%	-1%	-5	5%	-2%
CC(C)C(=O)Nc1ccc(NC(=O)c2cccs2)cn1	1.4%	-2%	0%	-15	3%	-12%	2	2%	1%
CCOC1(/N=C(\C)NS(=O)(=O)c2ccc(Cl)cc2)C(C)=CC(=O)C=C1C	-1.7%	3%	0%[57.1 µM]	-2	-1%	-4%	4	-2%	-2%
CCCOc1ccc(C2C(=O)N(C3CCCCCC3)CC(=O)N2CCC2=CCCCC2)cc1OC (configuration not stated)	-4.7%	0%	0%[57.1 µM]	-1	-2%	1%	-3	0%	7%
CCCC(=O)N1CCOCC1c1cc(C(=O)Nc2ccccc2)no1 (configuration not stated)	.	.	.	-1	0%	.	-4	.	1%
COc1ccc(S(=O)(=O)Nc2cc3c(cc2NCc2ccccc2)n(C)c(=O)n3C)cc1OC	0.5%	-5%	32%[activator]	-5	4%	-14%	33	53%[activator]	-3%
CN(C)CC1CC/C(=C\c2ccc(O)cc2)C1=O (configuration not stated)	.	8%	-5%	-4	-14%	-29%	-5	2%	-13%
COC(=O)c1sccc1NC(=S)OC	5.9%	?	9%[11.4 µM]	-5	-4%	5%	-5	11%	-3%
CCOC(=O)c1sc(=NC(=O)C2CC2)n(C)c1C	2.2%	4%	2%[57.1 µM]	-4	-2%	?	-5	19%	1%
COc1cccc(/C=N/Nc2nc(Nc3ccccc3)nc(-n3nc(C)cc3C)n2)c1O	4.1%	-3%	7%[57.1 µM]	2	2%	-28%	5	4%	-6%
CCCCOc1cccc(C2/C(=C(\O)c3ccc4c(c3)OCCO4)C(=O)C(=O)N2CCN2CCOCC2)c1 (configuration not stated)	25µM*	8%	-4%	2	2%	-9%	-3	-4%	0%
COc1ccc(N2CCN(C(=S)Nc3cccc(OC)c3)CC2)cc1	3.8%	-22%	2%	-1	-6%	-9%	-4	15%	-2%
COc1cccc(CNC(=O)C2CCCN(S(=O)(=O)c3ccc4c(ccn4C)c3)C2)c1 (configuration not stated)	0.8%	2%	7%[57.1 µM]	6	-3%	-29%	1	18%	4%
O=C1CC(NNC(=O)c2cccc(F)c2)C(=O)N1 (configuration not stated)	0.7%	-5%	2%	-5	0%	-20%	-2	-3%	1%
c1ccc(C2CNCCc3ccccc32)cc1 (configuration not stated)	-0.8%	8%	3%	5	-2%	-15%	-3	9%	-1%
